Ins promoter up – MIN6 insulin promoter up-regulation; z-score at 5 µM; 190,000 tested, 0.3% active; AID 1625; MIN6 insulin promoter-GFP reporter, high-content imaging; stronger effect = higher value;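 active means z-score above 3 at 5 µM with at least 500 cells counted in the well; inconclusive means wells under 500 cells, flagged as cytotoxic or low count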
Yfh1-off respiration – mitochondrial function rescue without frataxin homolog – Friedreich's ataxia, plus single-dose screen, dose response (AID 1465); fold induction at 50 µM; hits with a dose series show EC50 in µM; S. cerevisiae Yfh1-off respiration, WST-1 reduction, 72 h; higher fold induction means a stronger effect; 220,000 tested, 0.074% active;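 active means fold induction of absorbance versus untreated yeast above a set limit, then at least 30% activation at any dose in follow-up; inconclusive means repeats straddling the limit, or above it without dose testing; inactive means fold induction below the set limit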;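 further: activators that raise dye reduction in frataxin-depleted yeast; strong numbers were not always called active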
b-catenin transl – alters nuclear translocation of beta-catenin in HeLa cells | immunofluorescence imaging | 190,000 tested, 0.3% active | AID 1665 | nuclear translocation activity, % at 5 µM;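 active means nuclear translocation activity above 50% at 5 µM, with a well cell count of 50 or more; inconclusive means wells under 50 cells across six images, flagged as toxic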;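 further: per-cell ratio of nuclear to cytoplasmic median beta-catenin stain intensity; plate controls were DMSO negative control for no effect and GSK-3 inhibitor IX positive control for full effect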
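Assay system: human HeLa cells, native beta-catenin; doses: 5 µM primary, 0.02–20 µM confirmation; incubation: compound treatment 24 h, 37°C, 5% CO2; technique: fluorescence imaging of beta-catenin antibody stain plus DAPI; measure: % activation, nuclear-to-cytoplasmic median beta-catenin signal ratio per cell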
MT stabilizer – microtubule stabilizers in HeLa cells | HeLa tubulin immunostaining HCS, 24 h; share of cells brighter than vehicle mean+2SD | % tubulin-high responders, % at 10 µM | 200,000 tested, 0.83% active;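 active means plate Z-score above 3 for both tubulin-high and condensed-nucleus cell shares, with cell loss under 80%, at 10 µM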;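 further: anti alpha tubulin signal scored within the nucleus-defined area of each cell; some results filed as inactive read as strong as hits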
P. falciparum M17LAP – P. falciparum M17LAP inhibitors, primary screen, biochemical, fluorogenic H-Leu-NHMec substrate, 1536-well (AID 1619); recombinant M17LAP, H-Leu-NHMec fluorogenic kinetic assay; higher % means a stronger effect; 220,000 tested, 0.38% active; inhibition, % at 30 µM, or IC50 in µM where a hit was titrated;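 active means compound inhibiting the enzyme by more than half at any dose during confirmatory dose-response retesting; inconclusive means strong single-dose inhibitors picked by rank but not retested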;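 further: plate controls were full reaction with DMSO carrier for no effect and no enzyme background for full effect; strong numbers were not always called active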
Dynein cargo inh – blocks dynein driven cargo transport along microtubules; 3617.4 mouse cells, GR-EGFP nuclear translocation imaging; test concentration mostly 20 µM; stimulated with dexamethasone, 1 µM; stronger effect = lower value; z-score, hits read low; 220,000 tested, 0.47% active;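 active means plate z-score of nuclear minus cytoplasmic receptor signal below a set negative limit, without overly bright fluorescence or cell loss, cut at about -3.5 in these data, passing the limit was not always enough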;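 further: z-score of nuclear minus cytoplasmic ring GR-EGFP intensity difference per well; some compounds called inactive have numbers as strong as hits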
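Also added: dexamethasone, 1.0 µM final. Medium: tet-free, stripped-serum medium. Detection: fixed, Hoechst-stained cells imaged at 10x for EGFP. Read-out: nuclear-to-cytoplasmic GR-EGFP distribution per well. Times: induction 48 h, compound 1 h, agonist 30 min.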
Autophagy HCS – autophagy modulation, high-content screen; calls only at 10 µM (by protocol); 190,000 tested, 0.98% active; MEF GFP-LC3 puncta imaging; test concentration mostly 10 µM; AID 463193;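 active means percentage of spot-positive cells more than 3 SD above its plate mean, without a fluorescence outlier flag or 80% toxicity; inconclusive means no clear call, values can overlap the other calls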;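 further: spot-positive cell cutoff set from DMSO-treated cells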
HEK293 NOD2/NF-kB – NOD2 signaling inhibitors, cell-based, luminescence, uHTS, HEK293 (AID 1566); HEK293 NOD2/NF-kB luciferase reporter, luminescence; higher % means a stronger effect; inhibition, % at 4 µM, or EC50 in µM where a hit was titrated; 290,000 tested, 0.63% active; in the data active means inhibition above about 50%; further: many of its hits are not listed in these tables
NOD1 inhibition – NOD1 signaling inhibitors, primary screen, cell-based, luminescence, uHTS (AID 1578) | 290,000 tested, 1% active | NOD1-driven NF-kB luciferase reporter cells, luminescence; higher % means a stronger effect | inhibition, % at 4 µM; hits with a dose series show EC50 in µM; in the data active means inhibition mostly above about 36%, no sharp cut-off; inactive means mostly below about 34%;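 further: HEK-293T reporter cells stimulated with the NOD1 agonist gamma-tri-DAP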
Dynein cargo inh cytoplasmic EGFP – recorded beside Dynein cargo inh, whose call it bears; z-score; measured here: cytoplasmic GR-EGFP intensity; stronger effect = higher value
Dynein cargo inh nuclear GR-EGFP – recorded beside Dynein cargo inh, whose call it bears; z-score; measured here: nuclear GR-EGFP intensity;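 lower value marks the stronger effect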
Dynein cargo inh cell count – recorded beside Dynein cargo inh, whose call it bears; z-score; measured here: cell count per field
Ins promoter up cell count – further read-out of Ins promoter up, marked with its call; cell count; measured here: cytotoxicity, nuclei count;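 total cells summed across four imaged fields per well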
b-catenin transl cell count 5 µM – second read-out of b-catenin transl, no call of its own (marks repeat the call); cell count; measured here: cell count, cytotoxicity flag
MT stabilizer Hoechst-high % – further read-out of MT stabilizer, marked with its call; % Hoechst-high responders; measured here: nuclear condensation Hoechst responders;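 share of cells brighter than vehicle mean plus two SD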
MT stabilizer cytotoxicity % – also measured in MT stabilizer; calls as there; toxicity, %; measured here: cytotoxicity by cell density;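 0% = mean cell density of plate MIN control wells and 100% = no cells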
Autophagy HCS cell loss 18 h – recorded beside Autophagy HCS, whose call it bears; toxicity, %; measured here: cell loss, nuclei count;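 cell loss after 18 h compound exposure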
Starred values were filed as active, the others as inactive; i = inactive; u = inconclusive; x = not tested or not shown. This is a subset. The share of hits here may be higher or lower than overall.

Values run as follows: Ins promoter up	Ins promoter up cell count	Yfh1-off respiration	b-catenin transl	b-catenin transl cell count 5 µM	MT stabilizer	MT stabilizer Hoechst-high %	MT stabilizer cytotoxicity %	P. falciparum M17LAP	Dynein cargo inh	Dynein cargo inh cytoplasmic EGFP	Dynein cargo inh nuclear GR-EGFP	Dynein cargo inh cell count	Autophagy HCS	Autophagy HCS cell loss 18 h	HEK293 NOD2/NF-kB	NOD1 inhibition
Cc1[nH]c(=O)c(C#N)c(C)c1Cc1ccc(Cl)cc1Cl
 : 0.58	1483	i	-1.6	1017	4.4	2.7	0.3	2%	-0.12	-0.29	0.16	0.51	i	13	6%	3%
COc1ccc(C(=O)NNC(=O)Cc2ccc([N+](=O)[O-])cc2)cc1
 : 0.1	1385	i	2.0	1109	4.3	2.3	4.8	2%	0.58	-0.25	0.063	-0.22	i	-2	9%	-24%
C=C(C)CC1Nc2ccccc2NC1CC(=C)C (stereo not given)
 : -0.26	1255	i	x	x	2.7	0.9	2.8	9%	-0.72	-0.24	-0.39	0.5	i	5	5%	-13%
COCC(=O)Nc1ccc([N+](=O)[O-])cc1C
 : -0.06	1372	i	-5.8	572	2.9	1.5	7.1	-13%	0.97	-0.21	0.93	-1.5	i	0	0%	-29%
CC(C)Cc1cc(CN2CCCC(CO)(Cc3cccc(Cl)c3)C2)[nH]n1 (stereo not given)
 : -0.32	1363	i	0.3	1035	5.1	2.8	7.0	4%	-0.53	0.43	-0.2	0.67	i	17	-1%	-50%
CCNC(=O)CN(C1CCCCC1)S(=O)(=O)c1ccc(F)cc1
 : 1	1283	i	-2.7	1147	2.1	1.1	4.2	20%	-0.8	-0.45	-0.34	-0.28	i	1	-4%	2%
O=C(NC1CCCC1)C(Cc1ccccc1)n1cccc1 (stereo not given)
 : -0.39	1975	i	-0.2	1131	7.2	1.6	7.6	6%	-0.12	-0.19	-0.043	-0.11	x	x	4%	-1%
Cc1cccc(-n2c(CNC(=O)c3cccc([N+](=O)[O-])c3C)n[nH]c2=S)c1
 : -0.15	1244	i	-1.3	1052	14*	19*	34*	4%	-0.0099	-0.34	0.45	0.43	i	11	15%	-10%
CN(CCC#N)C(=O)COC(=O)c1nn(-c2ccccc2)c(=O)c2ccccc12
 : -0.16	1380	i	0.2	1065	4.8	1.6	6.0	5%	-1	-0.2	-0.72	0.19	i	25	16%	-24%
COc1cc(/C=C2/SC(=S)N(CC(=O)O)C2=O)ccc1OC(=O)c1cccs1
 : -0.55	860	u	0.5	1333	x	x	x	31%	-0.44	0.94	0.39	1.2	x	x	16%	9%
CCc1cc(C(=O)c2ccc(OC)cc2)c(N)s1
 : -0.09	1035	i	1.2	1296	x	x	x	-6%	1.2	-0.23	0.5	-0.83	x	x	-2%	-17%
COc1cccc2c3c(c(C)nc12)CC(C)O3 (stereo not given)
 : 1	1386	i	2.0	1229	2.3	2.9	2.0	-104%	-0.19	-0.14	0.075	-0.11	i	3	1%	-10%
CCOCCOC(=O)C1=C(C)Nc2ccc(C)cc2S1
 : -0.36	1201	i	-0.5	1112	5.6	2.0	6.6	4%	-0.54	-0.18	0.19	0.24	i	-5	-19%	x
COc1cc(C(=O)NC(=S)Nc2cccc(-c3cc4ccccc4oc3=O)c2)cc(OC)c1OC
 : -0.98	1501	i	4.2	1286	1.5	2.0	7.6	1%	-0.61	-0.12	-0.69	1.3	i	0	21%	31%
CCN(C(=O)CSc1nc2cc(C(=O)OC)ccc2c(=O)n1Cc1ccco1)c1cccc(C)c1
 : 4.5*	1435*	i	-2.4	1460	6.2	3.2	5.3	-1%	1.8	0.29	1.9	-3.1	i	25	2%	74%*
CCOCCCNC(=O)C(c1ccc(Cl)cc1)N1CCC2(CC1)OCCO2 (stereo not given)
 : -0.94	1522	i	-1.2	1442	3.9	1.9	4.6	1%	-0.87	-0.17	-0.15	0.76	i	-4	-3%	-18%
O=C1c2c([N+](=O)[O-])cc([N+](=O)[O-])cc2S(=O)N1Cc1ccccc1 (stereo not given)
 : 0.23	1194	i	-1.9	1075	1.3	3.1	4.8	-17%	0.025	-0.27	0.034	0.62	i	2	9%	3%
Cc1ccc(NC(=O)C2C3CCCC2C3c2ccccc2)cc1 (stereo not given)
 : -0.79	1523	i	-1.1	1118	1.1	2.0	1.3	-8%	0.52	-0.18	0.74	-0.96	i	18	12%	-7%
CCN(CC)C(=O)CSc1nc2ccc(NC(=O)CSc3nnc(COc4ccccc4C)n3C)cc2s1
 : -0.05	1546	i	-3.4	1433	1.9	1.2	7.4	9%	0.016	-0.18	-0.13	0.13	i	3	14%	39%
COc1ccc(NC(=O)CC(c2ccc(F)cc2)c2ccc(OC(C)C)cc2)cc1 (stereo not given)
 : 0.42	1342	i	1.1	583	1.1	1.2	7.3	-5%	-0.24	-0.24	-0.2	0.75	i	18	-27%	22%
COCCNC(=O)CC(=O)N/N=C/c1ccc(C(=O)OC)cc1
 : 0.05	1410	i	0.0	965	1.9	1.1	1.0	-2%	-0.072	-0.099	0.45	-0.033	i	27	-2%	-27%
C/C(Cl)=C\Cn1c(Nc2ccccc2)nc2c1c(=O)n(C)c(=O)n2C
 : 0.41	1391	i	-6.6	1013	2.5	1.3	5.6	3%	-0.64	-0.2	-0.45	0.66	i	2	18%	17%
Cc1cccc(Cl)c1NNC(=O)Nc1c([N+](=O)[O-])c(C)nn1C
 : x	x	i	0.5	1326	x	x	x	13%	0.39	-0.16	0.3	-1.9	x	x	-2%	-2%
Cc1cc(Cl)ccc1N(CC(=O)NCCSCc1ccco1)S(C)(=O)=O
 : -0.02	1502	i	-2.0	1125	2.9	2.9	6.6	8%	-0.95	-0.36	-0.59	1.3	i	-6	10%	-29%
CCOC(=O)CCNC(=O)CCNC(=O)C(c1ccccc1)c1ccccc1
 : 0.06	1002	i	-0.6	1312	x	x	x	1%	-0.0091	-0.21	0.48	-0.62	x	x	17%	-3%
COc1ccc(N2CCN(C(=O)CCC(=O)c3cc(C)sc3C)CC2)cc1
 : 0.93	1657	i	-1.9	1068	1.8	1.7	8.8	1%	-1.1	0.64	-0.46	1.1	i	-5	12%	-35%
Cc1noc(C)c1S(=O)(=O)NCCCN1CCN(Cc2ccccc2)CC1
 : -0.25	929	x	-2.9	998	1.5	0.8	6.8	0%	-0.67	-0.19	0.25	1.3	i	-4	3%	-12%
CCN1C(=O)C2(C(C#N)=C(N)Oc3n[nH]c(-c4ccccc4)c32)c2ccccc21 (stereo not given)
 : 0.44	920	i	-1.4	1123	1.4	0.9	1.7	4%	1.8	0.01	1.2	-1.2	i	-1	11%	-13%
COC(=O)/C=C1\SC(=Nc2ccccc2)NC1=O
 : -0.07	1387	i	-2.9	925	1.6	1.7	6.3	5%	-0.26	-0.2	-0.053	-0.082	i	-5	1%	-13%
CC(C)OP(=O)(c1ccc(N(C)C)cc1)C(O)c1cccnc1 (stereo not given)
 : 0.94	965	i	0.0	1313	x	x	x	-4%	0.57	-0.3	-0.072	0.4	x	x	6%	0%
CC(C)(C)c1nnc2sc(SCC(=O)c3ccc(Cl)cc3)nn2c1=O
 : -0.5	1397	i	-0.4	839	6.3	2.7	5.3	17%	0.91	-0.069	0.8	-1.1	i	7	8%	7%
O=S(=O)(Cc1cc(-c2ccc(Cl)cc2)no1)c1ccccc1
 : 0.21	1786	i	-0.8	1053	2.5	1.4	7.4	4%	0.17	-0.21	0.39	1.4	i	26	-36%	-8%
O=C(CC1C(=O)NCCN1C(=S)Nc1ccccc1)Nc1ccc2c(c1)OCCO2 (stereo not given)
 : x	x	i	x	x	2.6	3.0	5.2	6%	-0.36	-0.22	-0.89	0.21	i	6	-4%	-2%
COc1ccc(CNC(=S)Nc2cc(C)ccc2C)cc1
 : -0.17	770	i	-0.5	1151	2.0	1.5	4.0	-6%	-1	1.2	-0.09	0.35	i	-3	18%	1%
CCOc1ccc(N2C(=O)Nc3ccccc3C2(O)C(=O)NCc2ccc(F)cc2)cc1 (stereo not given)
 : 0.47	1300	i	-1.6	1138	3.6	2.6	11	3%	1.6	-0.33	1.1	-0.098	i	14	6%	-17%
COCC(=O)Nc1cccc2ccccc12
 : 1.2	1222	i	x	x	2.7	3.4	23	-2%	-0.076	-0.061	0.14	1.3	i	1	0%	-6%
CCCc1nc2ccccc2c(=O)n1NC(=O)c1c(O)c2cccc3c2n(c1=O)CCC3
 : 0.37	1148	i	x	x	3.2	2.3	28	6%	-0.12	-0.29	-0.045	0.88	i	0	14%	11%
Fc1ccc(-n2nnc(-c3cccnc3Cl)n2)cc1
 : 0.68	1435	i	3.7	1029	1.1	0.5	1.2	-8%	1	0.78	1.1	-1.6	i	-8	-139%	-16%

Compound activity (PubChem BioAssay)
